Assay outcomes as filed in PubChem BioAssay.
MT1-MMP act inh = blocks activation of human MT1-MMP; 360,000 compounds, 0.061% hits; GFP/RFP ratio change, % at 20 µM; HT1080 RFP-PRO-GFP cells, GFP/RFP ratio fluorescence, overnight; percent of plate control window, DMSO zero;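 active = GFP/RFP ratio change of at least 30% with cell ATP level not reduced by more than half and red fluorescence within 50% of control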; note: strong numbers were not always called active
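Test system: HT1080 cells expressing an RFP-PRO-GFP fluorescent reporter construct / Compound dosing: single-point 20 µM compound, 1% DMSO / Schedule: cells overnight before dosing, compound overnight, 37 °C, 5% CO2 / Evaluation: GFP/RFP fluorescence ratio / Control set: DMSO and RFP-L50D-GFP cell wells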
NRP1-CendR mod = alters CendR peptide binding to human NRP-1; AID 602438; O14786; 360,000 compounds, 0.85% hits; inhibition, % at 25 µM; FAM-RPARPAR peptide binding to NRP-1, fluorescence polarization;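 active = inhibition or corrected inhibition above about 18%, plus a signal ratio from 0.5 to 1.5, limit read from the data, passing the limit was not always enough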; note: strong numbers were not always called active
Neddylation inh = cullin neddylation inhibition; P61081+Q13564; TR-FRET cullin neddylation, biochemical; calls only at 25 µM; 360,000 compounds, 0.58% hits; AID 651699; in the data active = inhibition above about 36%
MsrA inhibitor = bovine MsrA inhibition; purified bovine MsrA, absorbance read-out; inhibition, % at 15.5 µM; 360,000 compounds, 0.75% hits; in the data active = inhibition above about 4.5%;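 note: 0% = vehicle wells with enzyme and 100% = reference inhibitor wells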
SKN-1 block = blocks SKN-1 activity in C. elegans. inhibition, % at 21.8 µM. C. elegans VP596 Pgst-4::GFP/RFP ratio, acrylamide-induced, 24 h. 360,000 compounds, 0.49% hits. AID 624304;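 active = interference check ratio from 0.5 to 1.5 plus GFP to RFP signal ratio inhibition reaching or exceeding a fixed threshold, cut at about 30% in these data, passing the limit was not always enough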; note: some compounds called inactive have numbers as strong as hits
FAS TE block = inhibitors of human fatty acid synthase thioesterase domain | P49327 | recombinant FAS-TE, OMFH fluorogenic substrate, fluorescence endpoint | inhibition, % at 15 µM | 360,000 compounds, 0.67% hits | AID 602261;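 active = compounds whose normalised, plate-corrected inhibition of enzyme fluorescence in the single-dose primary screen is 50% or more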;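 note: 0% = DMSO with enzyme and 100% = substrate without enzyme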
MsrA act = activates bovine MsrA enzyme; purified bovine MsrA, absorbance read-out; 360,000 compounds, 0.3% hits; activation, % at 10.6 µM; in the data active = activation above about 7.5%;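 note: 0% = vehicle and 100% = reference activator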
Rin1-Abl PPI inh = human Rin1-Abl interaction inhibition; P00519+Q13671; TR-FRET Rin1/Abl binding, biochemical; inhibition, % at 7.35 µM; 360,000 compounds, 0.4% hits; AID 588664; in the data active = inhibition above about 5%, passing the limit was not always enough
eLon inh = inhibits E. coli Lon protease | 360,000 compounds, 0.42% hits | purified E. coli Lon protease, fluorescence polarization | P0A9M0 | inhibition, % at 7.94 µM; in the data active = inhibition above about 13%, passing the limit was not always enough;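 note: 0% = enzyme with probe and DMSO and 100% = no enzyme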
Target sequence (P0A9M0 whole entry, looked up): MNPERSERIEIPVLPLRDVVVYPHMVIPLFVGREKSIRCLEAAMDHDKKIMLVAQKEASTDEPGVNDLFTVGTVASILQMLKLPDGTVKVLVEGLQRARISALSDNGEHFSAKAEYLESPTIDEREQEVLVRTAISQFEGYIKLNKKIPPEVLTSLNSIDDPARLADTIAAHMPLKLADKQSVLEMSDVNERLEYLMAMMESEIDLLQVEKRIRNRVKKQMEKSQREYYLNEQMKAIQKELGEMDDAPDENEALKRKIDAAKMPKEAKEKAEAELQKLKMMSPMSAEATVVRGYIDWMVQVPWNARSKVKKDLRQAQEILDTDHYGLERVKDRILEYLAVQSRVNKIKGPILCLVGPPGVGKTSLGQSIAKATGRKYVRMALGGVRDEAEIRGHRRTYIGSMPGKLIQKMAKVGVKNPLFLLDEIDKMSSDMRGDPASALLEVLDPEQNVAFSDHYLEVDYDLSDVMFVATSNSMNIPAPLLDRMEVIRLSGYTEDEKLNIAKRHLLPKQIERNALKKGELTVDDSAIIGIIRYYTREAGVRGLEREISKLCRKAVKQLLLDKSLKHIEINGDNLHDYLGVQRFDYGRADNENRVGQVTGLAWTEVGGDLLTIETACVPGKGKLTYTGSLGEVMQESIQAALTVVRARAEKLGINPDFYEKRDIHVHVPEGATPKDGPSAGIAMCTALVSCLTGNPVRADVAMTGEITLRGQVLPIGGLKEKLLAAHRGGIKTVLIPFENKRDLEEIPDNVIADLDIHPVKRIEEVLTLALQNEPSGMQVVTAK
Numbers without * were called inactive; i = inactive; . = no result given.

SMILES | MT1-MMP act inh | NRP1-CendR mod | Neddylation inh | MsrA inhibitor | SKN-1 block | FAS TE block | MsrA act | Rin1-Abl PPI inh | eLon inh
COc1ccc(S(=O)(=O)NC(=O)C2(C)CCN2C(=O)c2c(C)noc2C)cc1 (centres undefined) | 0 | 6 | i | -0.7 | 16 | -7 | -4 | 3 | -8
CC(OC(=O)[C@H](C)N=C1NS(=O)(=O)c2ccccc21)C(=O)Nc1ccc(F)c(F)c1F (some centres undefined) | -2 | 0 | i | -0.6 | 16 | -5 | -1 | 4 | 2
O=c1oc2ccccc2n1CSc1nc2ccccc2s1 | -1 | -1 | i | 0.2 | 23 | 15 | -3 | -2 | -2
Cn1c2ccccc2c2ncn(Cc3ccc(F)cc3)c(=O)c21 | 4 | -2 | i | 0.4 | -1 | 7 | -3 | -4 | -2
N=C1/C(=C\c2ccc(OC(=O)c3ccccc3)cc2)C(=O)N=C2SC(N3CCOCC3)=NN12 | -5 | -33 | i | 0.5 | 4 | 2 | -7 | -1 | -12
COc1ccc(C(=O)N2CCN(c3cccc(Cl)c3)CC2)cc1S(=O)(=O)NC1CC1 | -2 | -5 | i | -0.2 | 6 | -6 | -1 | 4 | -2
CCOC(=O)Nc1ccc2c(c1)N(C(=O)OC)c1ccccc1CC2 | -4 | -4 | i | 0.6 | 11 | -2 | 5 | 4 | -3
COc1ccc(C(C)NC(=O)c2cccc([N+](=O)[O-])c2)cc1OC (centres undefined) | 2 | -2 | i | -0.4 | 3 | -5 | -1 | 4 | 3
O=[N+]([O-])c1ccc(CN2CCN(c3ccc(F)cc3)CC2)o1 | 1 | -1 | i | -0.6 | -4 | 1 | -3 | -2 | -8
Cc1cccc(NC(=O)CSc2cccc3cccnc23)c1 | 2 | -8 | i | -1.3 | 0 | 3 | -10 | 1 | 1
COCCn1c(SCC(=O)N2CCCCC2)nc2ccccc2c1=O | 1 | -6 | i | 0.5 | 8 | -4 | 0 | -2 | -4
O=C(CNS(=O)(=O)c1c(Cl)cccc1Cl)OCc1csc(-c2ccccc2)n1 | 2 | 5 | i | 0.1 | 8 | 29 | -2 | 2 | -2
CCN(CC)C(=O)[C@H]1CC(CC(=O)NCCc2ccccn2)C(=O)N2CCc3c([nH]c4ccccc34)[C@]12C (some centres undefined) | 2 | 15 | i | -0.4 | -5 | -8 | 0 | 0 | -6
Cc1n[nH]c(=O)c2c(NC(=O)CSc3nc4ccccc4c(=O)n3-c3ccc(OC(F)F)cc3)oc(C)c12 | 1 | 1 | i | 0.3 | 4 | 5 | -2 | 1 | 4
O=C(CN1C(=O)/C(=C/c2ccccc2)SC1=S)Nc1cccnc1 | -1 | 11 | i | 0.2 | 0 | 3 | -2 | -3 | 3
CCCCn1c(N)c(N(CCC(C)C)C(=O)CCN2C(=O)C3CC=CCC3C2=O)c(=O)[nH]c1=O (centres undefined) | 0 | 9 | i | -1.5 | 4 | -7 | -1 | 1 | -3
COc1ccc(-n2c(=O)c(CCC(=O)N(C)Cc3cccs3)nc3ccccc32)cc1 | 2 | -4 | i | -0.1 | 3 | -4 | -1 | -4 | -1
CC[n+]1ccccc1/C=C1\Sc2ccc(C)cc2N1C | -69 | -16 | i | -0.6 | 6 | -6 | -6 | -10 | 4
COc1ccc(NC(=O)CSc2nc3c(c(=O)n2-c2ccc(F)cc2)SCC3)cc1 | -1 | -1 | i | 1.2 | 3 | -2 | 0 | 3 | -6
Clc1ccc(Cl)c(OCCCCN2CCNCC2)c1 | 3 | 3 | i | 1.0 | 0 | -9 | 1 | -1 | -3
CC1(C)OC(=O)C2=C(C[C@@H](C3CCCCC3)O[C@H]2c2ccccc2)O1 | 2 | -12 | i | 1.0 | 2 | 17 | -5 | . | -6
NS(=O)(=O)c1ccc2nc(NC(=O)c3ccncc3)sc2c1 | 0 | 22 | i | 5.6* | 6 | -5 | -6 | 2 | -2
O=C(c1cnn2c(C(F)(F)F)cc(-c3ccc(F)cc3)nc12)N1CCc2ccccc2C1 | -10 | 5 | i | 1.7 | 4 | 31 | -2 | -2 | -1
Fc1cccc(Cl)c1-c1nnc2ccc3ccccc3n12 | -9 | -7 | i | -1.2 | 18 | -7 | -6 | 2 | 18
c1ccc(SCc2nc(-c3ccncc3)no2)cc1 | 4 | 1 | i | 0.0 | -7 | -6 | -4 | 5 | -8
CCOc1ccc(N(C)C(=O)CCc2nnc3ccc(N4CCCC4)nn23)cc1 | 1 | 6 | i | 0.1 | -1 | -7 | -10 | 0 | -2
CCS(=O)c1ccccc1C(=O)OC(C)C(=O)Nc1ccc(S(=O)(=O)N2CCCC2)cc1 (centres undefined) | -4 | -5 | i | 0.0 | 27 | -2 | 0 | -2 | -9
Cc1nn(-c2ccccc2)c2[nH]c(C(F)(F)F)cc(=O)c12 | -5 | -5 | i | 4.3 | 26 | -5 | -3 | 2 | 3
COc1ccc(C(C)NC(=O)C2C(=O)NC3(C)CC2c2ccccc2O3)cc1 (centres undefined) | 0 | -10 | i | 0.5 | -15 | -6 | -4 | -4 | 4
Cc1cc(=O)n(-c2ccccc2Cl)[nH]1 | 2 | 11 | i | -0.4 | -2 | -6 | -9 | 0 | 7
CS(=O)(=O)N1N=C(c2ccc(Br)cc2)CC1c1cccs1 (centres undefined) | -1 | 2 | i | -0.4 | 6 | 8 | 1 | -1 | -4
O=C(Nc1nnc(-c2ccc(F)cc2)s1)Nc1ccccc1F | 0 | 4 | i | -0.7 | 5 | -1 | 0 | 1 | -5
N#Cc1cccc(NC(=O)CCNC(=O)c2ccccc2Cl)c1 | -3 | 3 | i | -1.2 | -3 | -2 | -1 | 3 | -5
O=C(CN1C(=O)NC2(CCCCC2)C1=O)Nc1ccc2[nH]c(=O)[nH]c2c1 | 0 | 8 | i | 0.0 | 16 | -8 | -2 | 4 | 40*
Cc1cccc(C)c1NC(=O)C(c1ccccc1OC(F)(F)F)N1CCN(C/C=C/c2ccccc2)CC1 (centres undefined) | 8 | 4 | i | -0.8 | -2 | 27 | 0 | 4 | 4
O=C(c1ccc(NS(=O)(=O)c2ccccc2)cc1)N1CCN(Cc2ccc3c(c2)OCO3)CC1 | 1 | -15 | i | -0.5 | -7 | -11 | -7 | 0 | -6
Cn1cc(C(=O)c2ccc(Cl)cc2Cl)cc1C(=O)N/N=C(\N)COc1ccc(Cl)cc1Cl | -16 | 11 | i | 2.3 | -5 | 48 | -4 | -3 | 7
COc1cc(OC)c2c(-c3ccccc3)cc(=O)oc2c1C(CC(=O)N1CCN(c2ccccc2)CC1)c1ccc(N(C)C)cc1 (centres undefined) | 3 | 21 | i | 1.1 | 14 | 70* | 0 | 1 | -1
Cc1nnc(-c2ccc(Oc3ccc(Cl)cc3)c([N+](=O)[O-])c2)o1 | 0 | -11 | i | -0.3 | 10 | 4 | -1 | 3 | 1
CC(C)c1nnc(NC(=O)c2cccs2)s1 | 0 | 0 | i | 2.3 | -13 | 0 | -1 | -4 | 2
Cc1noc(C)c1S(=O)(=O)N1CCC(C(=O)NC2CCN(Cc3ccccc3)CC2)CC1 | 6 | 8 | i | 1.4 | 4 | -8 | -1 | 1 | 3
Cc1c(Cc2ccc3c(c2)OCO3)sc(NC(=O)c2cccc3ccccc23)c1C(N)=O | -4 | -19 | i | 0.1 | -14 | 26 | -3 | -1 | -6
Cc1cccc(N2CCN(C(=O)c3ccc(CNc4c(N5CCC(C)CC5)c(=O)c4=O)cc3)CC2)c1C | 2 | -5 | i | 0.7 | 3 | 24 | -11 | -2 | -1
Cc1c(C(C)C)c(=O)n(-c2ccc(S(=O)(=O)NC3CC3)cc2)n1C | 3 | 2 | i | 0.3 | 8 | -5 | -3 | 1 | -6
CN(CC(=O)NC1CCCCCCC1)S(=O)(=O)c1cnc[nH]1 | 2 | 3 | i | -1.3 | -6 | -3 | -7 | 1 | -3
COc1ccc(Cl)cc1NC(=O)Nc1ccccc1C(N)=O | -7 | -10 | i | 1.0 | 1 | 4 | -3 | 0 | -3
Cc1cccc(OCCCn2c(=O)oc3ccc(C)cc32)c1 | 1 | -13 | i | 0.8 | 20 | 26 | 0 | 1 | 5
Cn1cc(Br)c(C(=O)Nc2ncc(Br)s2)n1 | 1 | -9 | i | -0.6 | -5 | -7 | -4 | -3 | -2

Given with two lines to a compound: part of the list above.
Each structure is followed by: MT1-MMP act inh, NRP1-CendR mod, Neddylation inh, MsrA inhibitor, SKN-1 block, FAS TE block, MsrA act, Rin1-Abl PPI inh, eLon inh
Cn1cc(C(=O)c2ccc(Cl)cc2Cl)cc1C(=O)N/N=C(\N)COc1ccc(Cl)cc1Cl
    -16, 11, i, 2.3, -5, 48, -4, -3, 7
COc1cc(OC)c2c(-c3ccccc3)cc(=O)oc2c1C(CC(=O)N1CCN(c2ccccc2)CC1)c1ccc(N(C)C)cc1 (centres undefined)
    3, 21, i, 1.1, 14, 70*, 0, 1, -1
Cc1nnc(-c2ccc(Oc3ccc(Cl)cc3)c([N+](=O)[O-])c2)o1
    0, -11, i, -0.3, 10, 4, -1, 3, 1
CC(C)c1nnc(NC(=O)c2cccs2)s1
    0, 0, i, 2.3, -13, 0, -1, -4, 2
Cc1noc(C)c1S(=O)(=O)N1CCC(C(=O)NC2CCN(Cc3ccccc3)CC2)CC1
    6, 8, i, 1.4, 4, -8, -1, 1, 3
Cc1c(Cc2ccc3c(c2)OCO3)sc(NC(=O)c2cccc3ccccc23)c1C(N)=O
    -4, -19, i, 0.1, -14, 26, -3, -1, -6
Cc1cccc(N2CCN(C(=O)c3ccc(CNc4c(N5CCC(C)CC5)c(=O)c4=O)cc3)CC2)c1C
    2, -5, i, 0.7, 3, 24, -11, -2, -1
Cc1c(C(C)C)c(=O)n(-c2ccc(S(=O)(=O)NC3CC3)cc2)n1C
    3, 2, i, 0.3, 8, -5, -3, 1, -6

Continuation.
SMILES | MT1-MMP act inh | NRP1-CendR mod | Neddylation inh | MsrA inhibitor | SKN-1 block | FAS TE block | MsrA act | Rin1-Abl PPI inh | eLon inh
NS(=O)(=O)c1ccc(CCNC(=O)C(=O)NCC2OCCN2S(=O)(=O)c2cccs2)cc1 (centres undefined) | -5 | -2 | i | 0.8 | 11 | -4 | -3 | 2 | 8
CNC(=O)c1cccc(N2CCCC2=O)c1 | 2 | 9 | i | 3.6 | -11 | -5 | -6 | -1 | -3
CCn1c(SCc2ccc(Cl)c(Cl)c2)nnc1C(C)NC(=O)c1ccc(OC)cc1 (centres undefined) | -3 | 9 | i | -0.4 | 6 | 4 | -2 | 3 | 4
COc1cc(Cl)c(C)cc1NC(C)C(=O)Nc1cc(C(F)(F)F)ccc1N1CCOCC1 (centres undefined) | -6 | -2 | i | 1.8 | 14 | 30 | 1 | 1 | 1
CCCCn1c(SCC(=O)Nc2nccs2)nc2ccccc2c1=O | -4 | 5 | i | -0.5 | -6 | -8 | -1 | -4 | -11
C=CCS/C(N)=N\N=C\c1c(O)ccc2ccccc12 | 5 | 1 | i | 0.2 | 7 | 16 | -2 | -5 | 7
CC(C)[C@@H](N)C(=O)N/N=C/c1ccc2nccnc2c1 | -1 | -2 | i | 0.7 | 2 | -5 | -3 | 2 | -2
COc1cccc2cc(-c3cn4ccc(C)cc4n3)c(=O)oc12 | -1 | -10 | i | 1.8 | 7 | -9 | -2 | -1 | 0
CC(=O)Nc1cccc(C(=O)/C=C/c2ccc(N(C)C)cc2)c1 | -35 | 124 | i | 1.5 | 6 | -11 | 7 | -12 | i
O=C(Cc1ccc(Cl)cc1)Nc1ccc(Br)cn1 | -1 | 2 | i | 0.1 | 1 | 17 | -3 | 3 | 2
COCCN(CCOC)C(=O)C1CCCN(S(=O)(=O)c2ccc(NC(=O)OC)cc2)C1 (centres undefined) | -4 | 0 | i | -0.1 | -22 | -4 | -2 | 0 | -6
O=C(NNC(=O)c1cc2ccccc2o1)c1ccc(Cl)cc1 | -1 | 8 | i | -1.4 | 15 | -2 | -4 | -1 | 3
